Source: PubChem
HIF-2a block – HIF-2a inhibition | 786-0 RCC cells HIF-2a reporter, luciferase luminescence, overnight | inhibition, % at 18.8 µM | hit rate 0.72% among 360,000 | AID 624352;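 active = inhibition of the luminescence signal of 40% or more relative to plate controls, in a single-dose primary screen at 18.75 µM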
C8 TRAIL sens – caspase-8 TRAIL sensitization | AID 624354 | inhibition (viability loss, TRAIL sensitization), % at 10 µM | hit rate 1% among 360,000 | NB7+C8 cells + TRAIL, ATPlite viability luminescence;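 active = compounds causing at least 50% loss of cell viability in the single-dose screen, relative to plate controls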
NR2E3 ag-1 – agonists of human nuclear receptor NR2E3 | inhibition of corepressor binding, % at 4.78 µM | AID 2300 | GST-NR2E3/biotin-RetCOR TR-FRET, 1536-well | hit rate 0.12% among 320,000;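 active = percent inhibition above the cutoff of mean plus 3 SD of all tested compounds, set per screening campaign, cut at about 20% in these data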;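 note: 0% = DMSO wells and 100% = biotin wells as full block of FRET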
Target sequence (Q9Y5X4 whole entry, looked up): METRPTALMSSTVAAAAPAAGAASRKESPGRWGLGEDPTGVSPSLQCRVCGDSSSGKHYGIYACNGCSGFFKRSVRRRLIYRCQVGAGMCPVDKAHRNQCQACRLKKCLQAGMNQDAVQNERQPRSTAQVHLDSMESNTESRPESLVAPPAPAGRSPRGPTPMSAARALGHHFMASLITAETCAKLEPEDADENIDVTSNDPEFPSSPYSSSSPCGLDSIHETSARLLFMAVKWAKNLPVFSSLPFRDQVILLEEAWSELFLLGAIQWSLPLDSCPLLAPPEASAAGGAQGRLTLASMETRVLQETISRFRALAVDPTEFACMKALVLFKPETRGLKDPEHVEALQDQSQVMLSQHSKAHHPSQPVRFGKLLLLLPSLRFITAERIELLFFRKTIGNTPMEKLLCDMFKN
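Assay system: NR2E3–RetCOR corepressor complex. Quantity: 1.35 nM GST-NR2E3. Buffer or medium: pH 7.5 Tris-based buffer. Reagent: biotinylated RetCOR corepressor at 7 nM final. Schedule: 5 h at 4 °C. Detection: TR-FRET, emission read at 617 and 671 nm. Replicates: one well per compound, singlicate testing.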
Peg3 prom inh – inhibitors of Peg3 promoter. HeLa PEG-Prom luciferase reporter, luminescence, overnight. inhibition, % at 20 µM. hit rate 1.7% among 360,000;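 active = inhibition of at least 50% at 20 µM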
TRPM1 prom inh – inhibitors of MITF-driven TRPM1 promoter in melanoma cells; SK-MEL-5 TRPM1 promoter luciferase, 24 h; hit rate 0.83% among 330,000; inhibition, % at 12.5 µM;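 active = mean inhibition across replicates of 60% or more, whatever share of single replicates reaches that level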; note: values of inactives mirror those of a sister screen read the other way
CF NFkB inh – cystic fibrosis NF-kB activation inhibition | inhibition, % at 5 µM | hit rate 0.86% among 360,000 | KKLEB NF-kB-GFP reporter, PAF-induced, GFP fluorescence overnight;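 active = at least 50% inhibition at 5 µM, scaled per plate between neutral and stimulator controls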;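 note: PAF is a Pseudomonas aeruginosa culture filtrate used as stimulus; plate controls were PAF-stimulated DMSO wells for no effect and unstimulated DMSO wells for full effect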
NR2E3 ag-2 – human photoreceptor-specific nuclear receptor agonism | Q9Y5X4 | CHO-S Gal4-NCOR/VP16-NR2E3 two-hybrid, luciferase | inhibition of corepressor binding, % at 3.98 µM | hit rate 0.35% among 360,000 | AID 602229;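 active = inhibition above the mean of all tested compounds plus 3 SD, cut at about 70% in these data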;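 note: 0% = DMSO with NR2E3 transfected cells and 100% = cells lacking NR2E3 construct; higher means lower luciferase signal from less NR2E3 corepressor binding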
iPSC survival up – enhancers of human iPSC single-cell survival | hiPSC single-cell survival, ATPlite luminescence; 100% = ROCK inhibitor wells, 0% = DMSO | survival enhancement, % at 20 µM | hit rate 0.044% among 360,000 | AID 602274; in the data active = survival enhancement above about 18%;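 note: cells exposed to compounds for 16 hours before the ATP read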
EBV LMP1 NFkB – reduces LMP1-driven NF-kappaB luciferase signal | inhibition, % at 12.5 µM | hit rate 0.69% among 350,000 | AID 504558 | LMP1-induced NF-kappaB luciferase reporter cells, luminescence; in the data active = inhibition above about 41%;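 note: 0% = neutral control wells and 100% = reference inhibitor control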
Shn3 inh set2 – inhibitors of Schnurri-3 3'UTR reporter in osteoblasts. Clone20 osteoblast Shn3 3'UTR firefly luciferase, 24 h. inhibition, % at 12.5 µM. hit rate 0.52% among 360,000;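 active = mean inhibition of at least 75% with every replicate also reaching 75%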;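 note: 0% = median of neutral control wells and 100% = pilot-screen positive control compound; some compounds past the cut are filed as inactive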
KKLEB cytotox – CF airway cell cytotoxicity counter-screen; KKLEB CF airway cells viability, ATPlite luminescence, overnight; stronger effect = lower value; cells stimulated with P. aeruginosa culture filtrate; activity change (cytotoxicity), % at 5 µM; hit rate 0.36% among 360,000;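 active = corrected activity change at or below -50% at 5 µM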
* marks the source's active call; other numbers are inactive results; . = no result given. An excerpt. The share of hits here may be higher or lower than overall.

SMILES	HIF-2a block	C8 TRAIL sens	NR2E3 ag-1	Peg3 prom inh	TRPM1 prom inh	CF NFkB inh	NR2E3 ag-2	iPSC survival up	EBV LMP1 NFkB	Shn3 inh set2	KKLEB cytotox
CC(=O)Nc1ccc(S(=O)(=O)Nc2ccc3c(c2)OCCO3)cc1Cl	25	-8	-3	11	6	-6	30	-0.8	6	69	4
Cc1ccc(C)c(OCC(=O)Nc2ccccc2C(=O)N2CCN(C)CC2)c1	15	6	1	20	4	9	-10	-0.4	-1	-6	14
CCN(CC)C(=O)c1[nH]cnc1C(=O)N[C@@H](CC(C)C)C(=O)OCc1ccccc1	6	0	-1	5	1	14	-49	-3.1	2	5	-13
CC(/C=N/n1c(-c2cc(C)[nH]n2)n[nH]c1=S)=C\c1ccco1	10	-38	-6	17	6	13	-4	-0.7	-8	4	5
CCOc1ccc(/C=C2\SC(=O)N(CCNC(=O)CN3C(=O)NC4(CCCC4)C3=O)C2=O)cc1OC	14	-1	1	5	12	-6	-1	1.3	7	-1	8
Cc1nn(C(=O)c2cccnc2)c(C)c1Sc1ccccc1	15	-6	-4	-1	-9	-11	5	3.7	-4	-14	4
COc1ccc(CCC(C)N(C)Cc2ccccc2)cc1 (stereo not given)	15	6	0	8	3	14	1	-0.6	3	14	-1
O=C(c1cccs1)c1coc2ccc(O)c(CN(CCO)CCO)c12	6	5	-1	-14	6	5	-28	0.4	0	-6	10
COC(=O)c1ccccc1NC(=O)C1CCCN(c2nnc(-n3cccc3)s2)C1 (stereo not given)	8	-15	-2	3	8	-7	3	1.5	12	4	4
O=C(Cc1ccccc1)Nc1ccc(Cl)cn1	-83	4	-4	-49	-9	-1	8	0.5	-5	-4	11
CCN(CC)S(=O)(=O)c1ccc(NC(=S)NC(=O)C2CCC2)cc1	16	-11	.	10	0	0	2	0.7	-8	11	4
CCOC(=O)c1cnc(SC)nc1Oc1cccc(NS(=O)(=O)c2ccc(C)cc2)c1	19	-10	4	26	4	9	-14	-1.5	1	79	-23
CCn1nc(C)cc1C(=O)N1CCCC(N(C)CCc2ccc(OC)c(OC)c2)C1 (stereo not given)	4	-2	2	2	8	13	-22	1.3	6	3	0
O=C(NCc1ccncc1)c1cccc(NS(=O)(=O)c2ccc(F)c(F)c2)c1	-4	-6	3	-18	-3	34	-4	-0.5	4	-17	-7
COC(=O)CCC(=O)Nc1ccc(S(=O)(=O)N2CCc3ccccc32)cc1	13	6	0	14	7	-10	5	1.3	6	-26	7
COc1cc(C(=O)c2c(C)c(CCC#N)n3ccccc23)cc(OC)c1OC	14	-6	-6	12	0	-7	-28	5.2	-2	2	9
COc1ccc(Cc2nc3ccc(C(=O)NCCc4ncccc4C)cc3o2)cc1OC	-130	19	.	-83	.	-7	-65	1.3	8	7	-4
COc1ccc2nc(SCc3cccc(C)c3)nc(C)c2c1	-272	8	-2	-318	-62	-10	-116	4.4	-20	-20	0
CCOc1ccc(N2CC(C(=O)Oc3ccccc3)CC2=O)cc1 (stereo not given)	3	-8	3	13	8	6	3	1.8	6	2	14
C[C@@H](C(=O)NC1CCCCC1)N1C(=O)N2CCc3c([nH]c4ccccc34)[C@@]2(C)C1=O	13	-1	-1	-3	9	-10	1	-0.5	-4	6	4
Cc1n[nH]c(C)c1S(=O)(=O)N1CCCC(C(=O)N2CCc3ccccc32)C1 (stereo not given)	19	-6	1	17	11	-5	-12	-1.8	0	10	10
COc1ccc(-c2c(C)nn(-c3ccccc3)c2N)cc1	-168	14	-1	-151	-101	-9	-60	-1.4	-26	-30	10
Cc1cccc(CSc2nc(N)c(C#N)c(-c3cccs3)c2C#N)c1	25	1	1	63*	8	19	9	-1.3	13	47	-20
COc1ccccc1N1CCN(S(=O)(=O)c2ccc3nc(-c4ccccc4)[nH]c3c2)CC1	18	-5	0	-3	9	2	15	-0.8	12	-24	-17
Cc1cccc(NC(=O)CSc2nnc(CNC(=O)c3ccco3)n2C)c1C	14	5	-4	7	-3	-20	-22	-0.1	-3	-7	-13

Two of these compounds in a different format:
O=C(Cc1ccccc1)Nc1ccc(Cl)cn1
  HIF-2a block: -83
  C8 TRAIL sens: 4
  NR2E3 ag-1: -4
  Peg3 prom inh: -49
  TRPM1 prom inh: -9
  CF NFkB inh: -1
  NR2E3 ag-2: 8
  iPSC survival up: 0.5
  EBV LMP1 NFkB: -5
  Shn3 inh set2: -4
  KKLEB cytotox: 11

CCN(CC)S(=O)(=O)c1ccc(NC(=S)NC(=O)C2CCC2)cc1
  HIF-2a block: 16
  C8 TRAIL sens: -11
  NR2E3 ag-1: .
  Peg3 prom inh: 10
  TRPM1 prom inh: 0
  CF NFkB inh: 0
  NR2E3 ag-2: 2
  iPSC survival up: 0.7
  EBV LMP1 NFkB: -8
  Shn3 inh set2: 11
  KKLEB cytotox: 4

(next part)
SMILES	HIF-2a block	C8 TRAIL sens	NR2E3 ag-1	Peg3 prom inh	TRPM1 prom inh	CF NFkB inh	NR2E3 ag-2	iPSC survival up	EBV LMP1 NFkB	Shn3 inh set2	KKLEB cytotox
O=c1[nH]n(-c2ccccc2)c(=O)c(Cl)c1Cl	2	-8	4	7	-4	-1	6	-2.8	0	1	2
CCN(CC)S(=O)(=O)c1ccc2[nH]c(=O)c3ccccc3c2c1	19	-8	.	0	-2	12	30	0.0	4	-17	-19
CN(Cc1ccccc1)C(=O)COC(=O)c1cc([N+](=O)[O-])ccc1N1CCOCC1	13	-7	0	14	-11	10	-6	0.2	11	13	-10
COc1ccc(NC(=O)CCCOc2ccc(C(C)=O)cc2)cc1S(=O)(=O)N1CCCCC1	9	6	.	-3	.	-28	13	0.3	1	42	0
CCC(C)n1c(OC)nc2c1c(=O)n(C)c(=O)n2C (stereo not given)	2	-2	1	6	0	-13	4	-0.6	1	7	10
CCc1nc(SCC(=O)N2CCCCC2)c2c(=O)n(C)c(=O)n(C)c2n1	3	-1	5	10	8	-10	7	-0.2	6	10	-10
O=C(N=Nc1c(O)[nH]c2ccc([N+](=O)[O-])cc12)c1ccccc1[N+](=O)[O-]	3	6	-2	2	9	-9	-10	1.3	-2	4	-8
NS(=O)(=O)c1ccc(CCNC(=O)CSc2nc3ccsc3c(=O)n2C2CC2)cc1	1	11	0	12	-4	11	2	-1.4	12	3	3
Cc1c(OCC(=O)N[C@@H](Cc2ccccc2)C(=O)O)ccc2c3c(c(=O)oc12)CCC3	8	1	-4	18	.	9	-19	0.6	-5	-18	-4
O=C(Nc1ncccc1Cl)C1COc2ccccc2O1 (stereo not given)	-263	-3	3	-246	-35	21	5	0.1	-11	-92	-14
CCCCCc1ccc(-c2cn(CC3CCCCC3)nn2)cc1	-11	5	-5	-15	-10	-19	-25	-2.0	-1	-16	1
CC1(C)CC(NC(=O)c2ccncc2)CC(C)(C)N1O	5	-8	-1	-8	5	-3	-11	-0.1	1	-19	-24
Cn1c(=O)c(C(=O)NNC(=O)c2ccccc2Br)c(O)c2ccccc21	-13	10	6	4	-2	-18	-48	0.0	1	-16	-11
O=C(O)c1cc(Cl)c(Cl)cc1C(=O)Nc1cccc2cccnc12	-7	-2	1	16	0	11	-21	-1.6	1	-20	5
Cc1ccc(OC(C)C(=O)Nc2ccncc2)cc1C (stereo not given)	25	8	-1	20	10	12	-2	-0.4	0	42	-4
CC(C)(C)c1cc(C2COC(=O)COCCOCC(=O)OCCOCCO2)cc(C(C)(C)C)c1O (stereo not given)	16	-12	.	0	-9	-2	11	3.3	-6	-8	-3
O=C(CN1C(=O)c2ccccc2C1=O)NCc1ccncc1	17	1	0	-4	4	-4	5	-2.4	3	-2	12
CCC(C)n1c(SCc2ccc([N+](=O)[O-])cc2)nc2ccsc2c1=O (stereo not given)	18	7	-2	16	-4	2	3	-0.8	27	23	3
CCOC(=O)N1CCN(c2cc(=O)n(-c3ccc(C)cc3)c(=O)[nH]2)CC1	12	-4	-5	18	8	-22	-6	0.6	0	-5	24
O=[N+]([O-])c1ccc(C[n+]2cc(-c3ccccc3)n3c2CCCCC3)cc1	10	19	6	1	-4	-3	-24	-0.7	-9	3	3
CCN(Cc1nc(-c2ccc(C)cc2)no1)C(=O)c1ccco1	-61	-3	4	-27	-10	10	-9	0.9	1	14	-3
OCCC1CN(Cc2cn[nH]c2C2CCCCC2)CCN1C1CCCC1 (stereo not given)	9	-21	2	-6	12	6	14	-0.7	-6	5	-6
CN(Cc1ccccc1)C(NC(=O)c1ccco1)C(Cl)(Cl)Cl (stereo not given)	9	1	1	19	0	-14	5	1.2	-6	-9	3
O=C(COC(=O)c1ccccc1O)Nc1ncc(Cl)cc1Cl	12	-8	3	6	5	-17	-15	-0.4	1	-8	4
O=C(Cc1ccccc1[N+](=O)[O-])Nc1ccc2c(c1)OCO2	-144	-12	8	-92	-12	-6	2	0.1	-6	-9	0
Other records.
SMILES	HIF-2a block	C8 TRAIL sens	NR2E3 ag-1	Peg3 prom inh	TRPM1 prom inh	CF NFkB inh	NR2E3 ag-2	iPSC survival up	EBV LMP1 NFkB	Shn3 inh set2	KKLEB cytotox
CC(C)(C)n1nnnc1CN(Cc1ccco1)Cc1cc2cc3c(cc2[nH]c1=O)OCO3	-6	-3	2	9	-7	-1	-8	0.0	-3	1	2
COc1ccccc1NC(=O)c1cc(S(=O)(=O)N2CCCC2)cn1C	9	-13	4	21	-25	-2	-15	-1.7	0	-7	16
CCC(=O)Nc1ccc(OCC2CCCO2)cc1 (stereo not given)	-22	17	4	-12	-2	-20	-7	-0.4	-1	2	8
COc1ccc(OC)c(-c2cc(C(=O)Nc3ccc(F)cc3F)no2)c1	-8	15	3	5	-1	-12	11	-0.5	5	-8	-2
CCOc1ccc(N(CC(=O)NCCC2=CCCCC2)S(=O)(=O)c2ccccc2)cc1	4	7	3	19	8	18	-21	1.8	4	28	-2
CCOc1ccc(CNC(=O)CN2C(=O)C(c3ccccc3)Oc3cccnc32)cc1 (stereo not given)	-2	-15	4	-8	10	-22	-6	-0.3	-6	-2	1
O=C1C=CC(=C(c2ccc(O)cc2)c2ccc(O)cc2)C=C1	85*	27	1	85*	83*	32	22	-3.6	-45	-23	5
COc1ccc(C2/C(=C(/O)c3ccc(C)cc3)C(=O)C(=O)N2C)c(OC)c1 (stereo not given)	12	19	4	8	5	-10	8	-0.2	12	-7	25
CN1CCN(C(=O)c2cc(Cl)ccc2Cl)CC1	12	-6	0	9	9	0	-12	0.9	0	-7	14
Cc1ccc(C)c2c1sc(=NC(=O)CN1C(=O)CCC1=O)n2C	7	-21	3	1	.	-3	14	-1.9	-9	11	-19
C=CCNC(=O)c1cc2c(C(F)(F)F)nn(C)c2s1	24	-10	3	9	11	-2	-13	1.4	7	1	8
O=C(c1ccc2c(c1)OCO2)N(Cc1ccco1)C1(C(=O)NC2CCCCC2)CCCCC1	1	9	0	32	7	6	-8	-1.7	-2	22	-10
CCCC(=O)N1CCN(c2nc(CC(C)C)c3c(c2C#N)CCC3)CC1	26	-7	2	16	10	31	-3	6.3	-8	16	-9
CNC(=S)SCCOc1ccc(C)cc1	-21	-18	1	-3	7	-31	-11	-1.5	-15	-21	5
